Assay outcomes as filed in PubChem.
FBW7 activator = activators of human E3 ligase FBW7 | Q969H0 | AlphaScreen FBW7–phospho-cyclin E peptide binding, activator screen | normalized activity (activation), % at 26.1 µM | actives 0.13% (n = 650,000); in the data active = normalized activity above about 1.9%;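 also: purified mutant Fbw7 with reduced substrate affinity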
Target sequence (Q969H0 whole entry, looked up): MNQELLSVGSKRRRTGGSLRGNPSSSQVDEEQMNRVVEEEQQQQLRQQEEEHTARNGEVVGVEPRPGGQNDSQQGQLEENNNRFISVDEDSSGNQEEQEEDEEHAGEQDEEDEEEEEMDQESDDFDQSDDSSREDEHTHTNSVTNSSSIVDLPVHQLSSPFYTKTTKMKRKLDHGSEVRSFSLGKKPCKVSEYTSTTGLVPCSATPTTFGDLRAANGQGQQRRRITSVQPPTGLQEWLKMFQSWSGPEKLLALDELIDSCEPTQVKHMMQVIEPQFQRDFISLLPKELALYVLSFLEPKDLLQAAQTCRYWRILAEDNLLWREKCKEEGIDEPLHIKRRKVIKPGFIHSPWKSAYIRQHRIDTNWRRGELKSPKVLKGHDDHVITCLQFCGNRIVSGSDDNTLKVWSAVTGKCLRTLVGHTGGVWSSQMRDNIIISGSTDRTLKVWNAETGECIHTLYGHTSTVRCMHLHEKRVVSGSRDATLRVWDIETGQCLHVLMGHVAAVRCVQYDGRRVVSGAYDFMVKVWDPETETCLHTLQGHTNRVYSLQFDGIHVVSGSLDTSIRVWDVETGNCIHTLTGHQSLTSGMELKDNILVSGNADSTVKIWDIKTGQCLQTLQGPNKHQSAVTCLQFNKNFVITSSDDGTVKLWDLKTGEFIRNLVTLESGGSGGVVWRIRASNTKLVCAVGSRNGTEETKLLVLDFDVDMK
MITF inh = inhibitors of human MITF; AlphaScreen MITF homodimerization, bead proximity signal; AID 1259374; O75030; inhibition, % at 2.6 µM; actives 0.91% (n = 650,000); in the data active = inhibition above about 50%;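 also: 0% = vehicle wells with protein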
TEAD-YAP inh = TEAD-YAP interaction inhibition | HEK-TIYL cells, TEAD-Gal4/YAP UAS-luciferase luminescence | inhibition, % at 9.12 µM | actives 1.4% (n = 640,000) | AID 1259422; in the data active = inhibition above about 32%;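 also: 0% = median of test compound wells and 100% = reference inhibitor wells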
GPR151 ag = activators of human GPR151. PathHunter beta-arrestin GPR151 cells, luminescence. Q8TDV0. actives 1% (n = 650,000). activation, % at 11.2 µM. AID 1508602; in the data active = activation above about 4.9%;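 also: 0% = median of compound wells and 100% = cells with positive control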
An asterisk follows results filed as active.

Each structure is followed by: FBW7 activator, MITF inh, TEAD-YAP inh, GPR151 ag
Cc1cccc(Nc2nc(N3CCCC3)nc(N3CCCC3)n2)c1
→ 0.0, 4, 1, 5.6*
O=C(Nc1ccc2[nH]ncc2c1)[C@@H]1CCN(C(=O)C(O)c2ccc(Br)cc2)C1 (some centres not stated)
→ 0.6, 16, 13, 0.2
CN1CCC(O)(c2ccc3c(c2)CN(C(=O)c2cc(F)cc(F)c2)CCO3)CC1
→ 0.2, -2, 8, 3.0
CC(=O)Nc1ccc(Nc2cc(C)nc(N3CCC(N4CCOCC4)CC3)n2)cc1
→ 0.3, 15, -7, 1.0
CCCCCOC(=O)C1=C(C)NC(=O)NC1c1cccc(Cl)c1 (configuration not stated)
→ -0.1, 2, -2, -0.4
O=c1c2nnn(-c3ccc(Cl)cc3)c2ncn1Cc1ccccn1
→ 0.1, -11, -3, -1.9
Cc1ccc(C)c(NC(=O)C(=O)N/N=C/c2ccc(I)cc2)c1
→ 0.0, 1, 5, 0.8
Cn1c(=O)c2c(nc(CN3CCc4ccccc4C3)n2Cc2ccc(F)cc2)n(C)c1=O
→ -0.1, 3, -6, -0.6
O=C(Cc1cn(-c2ccc(N3CCN(Cc4ccc5c(c4)OCO5)CC3)nn2)c2ccccc12)Nc1ccccc1
→ -0.1, 2, -8, 2.4
CC(C)CCn1c(SCC(=O)NC2CCCC2)nc2ccsc2c1=O
→ 0.1, 16, -3, -0.9
Cc1ccc(Cl)cc1N1CCN(CCNC(=O)Nc2ccccc2)CC1
→ 0.2, 0, 18, 0.1
Cc1cc(C)c[n+](C[n+]2cc(C)cc(C)c2)c1
→ 0.0, 7, 5, 0.3
Cc1cc2c(=O)n(C)c(SCC(=O)c3ccccc3)nc2s1
→ -0.1, 4, 1, -0.3
C=CCNC(=O)[C@H]1C=CCN1C(=O)Nc1ccc(F)cc1
→ 0.0, 1, 1, -0.7
CN1C=C(C(N)=O)C=CC1=C(C#N)C#N
→ -0.3, -10, 3, -1.1
C/C(=N\NC(N)=S)c1ccccc1O
→ -0.3, 6, 8, -0.5
Cc1ccc(NC(C)c2ccccc2)cc1 (configuration not stated)
→ 0.0, -9, -9, -0.7
Cc1ccc(C(=O)OCc2cccc(F)c2)cc1[N+](=O)[O-]
→ 0.1, 4, -10, 0.0
Cc1cccn2cc(CSc3nnc(-c4ccncc4)n3C)nc12
→ 0.0, 1, -4, 1.0
C=CCN=c1scc(-c2ccc(Br)cc2)n1/N=C/c1cccnc1
→ -0.5, 9, 3, 0.3
CSc1ccccc1N=CC1=C(O)CC(c2ccccc2)CC1=O (configuration not stated)
→ 0.1, 13, 5, 0.3
COc1cc(-c2nc(C=Nc3cc(Cl)c(Cl)cc3Br)c(O)o2)cc(OC)c1OC
→ 0.1, -8, 0, -0.4
N#Cc1nc(COc2ccccc2F)oc1NCCN1CCOCC1
→ 0.2, 17, -1, -0.2
CN1CCN(CCCNC(=O)c2sc3ccccc3c2Cl)CC1
→ 0.0, -10, -1, 1.9
O=C(O)c1[nH]c2ccccc2c1CC(=O)N1CCN(c2cccc(Cl)c2)CC1
→ -0.1, 7, 4, 0.2
CC(C(=O)Nc1cccc(C(F)(F)F)c1)N(c1ccc(Cl)cc1)S(C)(=O)=O (configuration not stated)
→ 0.0, -12, -4, 6.8*
COc1ccc(CCNC(=O)c2cc(OC)c(OC)c(OC)c2)cc1
→ 0.0, -3, 4, -1.0
CC1(C)CC(=O)N(CC(=O)N2CCCCCC2)c2ccccc2S1
→ 0.0, 5, -4, 4.0
COc1cccc(Cn2c(NCC(C)C)nc3c2c(=O)n(C)c(=O)n3C)c1
→ -0.1, -6, -2, -0.7
CC12CCC(=O)N1C(C(=O)NCC13CC4CC(CC(C4)C1)C3)CS2 (configuration not stated)
→ 0.1, 9, -7, 0.0
CCc1cc2c(=O)c(-c3nc4ccccc4s3)coc2c(CN2CCOCC2)c1O
→ -0.1, -6, -37, 0.2
CC1CCCC(C)N1C(=O)CSc1nnc(CSc2ncccn2)n1C (configuration not stated)
→ -0.1, -11, 9, -0.3
CCOC(=O)C1CCN(C(=O)C(CC)c2ccccc2)CC1 (configuration not stated)
→ 0.5, 15, -1, -1.2
COc1ccccc1NC1CC(=O)N(c2cccc(Cl)c2)C1=O (configuration not stated)
→ -0.1, 2, -9, 9.1*
CCCN(CCC)Cc1nc2c(c(=O)[nH]1)C1(CCCC1)Cc1ccccc1-2
→ 0.1, 0, 2, 1.3
COc1ccc(C(=O)NCc2n[nH]c(=S)n2-c2cccc(C)c2)cc1OC
→ 0.0, -1, 2, 0.7
FC(F)(F)c1ccc(Cn2cnc3c(NCCN4CCOCC4)nc(Nc4ccc(N5CCOCC5)cc4)nc32)cc1
→ 0.1, 23, -4, -2.5
CCOc1ccc(Cn2nnc(C(=O)NCCc3ccc(Cl)cc3)c2N)cc1
→ 0.4, 13, 12, 0.0
CCc1cccc(NC(=O)Nc2ccccc2)c1
→ 0.6, -9, -83, -0.3
CN(Cc1nc(-c2cccnc2)no1)C(=O)CC1C(=O)NCCN1CCCc1ccccc1 (configuration not stated)
→ -0.1, 3, 4, 0.0
CCC(C)N(C(=O)c1csnn1)C(C(=O)NC1CCCC1)c1ccccc1F (configuration not stated)
→ -0.1, 2, -4, -0.4
O=C1c2ccccc2NC(c2ccc([N+](=O)[O-])cc2)N1c1ccc2ccccc2c1 (configuration not stated)
→ -0.1, 1, -37, -0.5
Cc1nc(N2CCC(NCCc3cccs3)CC2)nc2cc3c(cc12)CCC3
→ 0.6, -16, -13, -0.3
O=C(COc1ccc(Cl)cc1Cl)NNC(=O)COc1ccc(Cl)cc1Cl
→ -0.1, 0, -17, -0.5
O=C(c1ccc(F)cc1)N1CCOc2ccc(C(O)c3ccccn3)cc2C1 (configuration not stated)
→ 0.6, 24, 7, 0.7
O=C(CSCn1nnc2c(=O)[nH]c(Cc3ccc(F)cc3)nc21)Nc1ccccc1
→ 0.0, -3, -4, 2.7
Cc1cccc(-c2nnc(-c3ccc(NC(=O)c4ccco4)cc3)o2)c1
→ 0.8, -6, -6, -1.0
O=C(CSc1nnns1)NC1CCCCC1
→ 0.2, 8, 15, -1.0
CC1=CC2=NC(=O)/C(=C\c3ccc(Sc4ccc(Cl)cc4)o3)C(=N)N2O1
→ -0.1, 1, 0, 1.2
CCn1c2ccccc2c2nnc(N3CCC(N4CCCCC4)CC3)nc21
→ 0.7, 19, -12, -1.2
CCOC(=O)C1=C(C)N=c2s/c(=C\c3cccc(OC)c3OC)c(=O)n2C1c1ccc(Cl)cc1 (configuration not stated)
→ -0.1, 1, -3, -1.0
CSc1ccc(/C=C2\N=C(c3cccc(Br)c3)OC2=O)cc1
→ 0.5, 22, -16, -0.1
O=S1(=O)c2ccccc2S(=O)(=O)N1c1ccc(F)cc1
→ 0.3, 18, 11, -2.4
Cc1nn(-c2ccccc2)c(C)c1CNC(=O)c1nn(C)cc1Br
→ 0.6, 15, -6, 2.9
CN(C)c1ccc(CN2CCN(Cc3ccc(N(C)C)cc3)C2c2ccc(N(C)C)cc2)cc1
→ -0.7, 25, 19, 0.6
COc1cc(-c2nnn(CC(=O)N3CCCCC3)n2)ccc1OCc1ccccc1
→ 0.0, 3, -4, 1.3
CC(=O)N1N=C(c2ccc(Br)cc2)Cn2c1nc1c2c(=O)n(C)c(=O)n1C
→ -0.1, 11, -8, 0.5
Cn1c(-c2ccccc2)cnc1NCc1ccc(F)cc1
→ -0.4, 26, -3, 2.0
Cc1c(Nc2c([N+](=O)[O-])ccc3nonc23)c(=O)n(-c2ccccc2)n1C
→ 0.0, 4, 9, -0.4
NC(=O)c1ccc(N2CCCCC2)c(NC(=O)/C=C\C(=O)O)c1
→ 0.1, -6, -2, 0.3

Some entries already given, limited to MITF inh and TEAD-YAP inh.
| SMILES | MITF inh | TEAD-YAP inh |
| --- | --- | --- |
| O=C(CSc1nnns1)NC1CCCCC1 | 8 | 15 |
| CC1=CC2=NC(=O)/C(=C\c3ccc(Sc4ccc(Cl)cc4)o3)C(=N)N2O1 | 1 | 0 |

Additional compounds follow.
Each structure is followed by: FBW7 activator, MITF inh, TEAD-YAP inh, GPR151 ag
O=C(Nc1ccc2oc(-c3ccccc3)nc2c1)c1cc([N+](=O)[O-])ccc1Br
→ 0.7, 20, 36*, 0.2
CCOC(=O)COc1cccc2c(=O)n(CC(=O)Nc3ccc(C)cc3C)ccc12
→ 1.4, 24, -1, 0.0
Cc1ccccc1NC(=O)C1(N(C(=O)Cc2nc(N)n[nH]2)c2ccccc2)CCCCC1
→ 0.0, 9, 11, -1.0
O=C(CCN1C(=O)c2cccc3cccc(c23)C1=O)N1CCN(c2ccc(F)cc2)CC1
→ 0.2, -5, 0, 0.1
Cc1cc(C)c2c(=O)cc(C(F)(F)C(F)F)oc2c1
→ -0.1, 1, -3, 1.3
COc1ccc(Br)cc1CNCc1cccs1
→ -0.1, 2, 16, 0.6
Cc1cc(C(=O)Nc2ccn(Cc3ccccc3C)n2)on1
→ -0.1, -8, -24, 0.1
Cn1c(C(=O)Nc2ccccc2F)cc2c(=O)n3ccccc3nc21
→ -0.2, -3, -11, -0.2
COc1ccc(O)c(/C=N/NC(=O)C(C)Nc2ccccc2C)c1 (configuration not stated)
→ -0.1, -1, 15, 0.0
COc1ccc2ccccc2c1CNC1CCN(c2cccc(NC(=O)C3CC3)c2)CC1
→ -0.3, 6, -6, 0.4
O=C(O)c1cccc(S(=O)(=O)Nc2ccc(O)cc2)c1
→ 0.1, 0, 0, 2.0
Cc1ccc(-c2cc(C(F)(F)F)n3ncc(C(=O)NCCN4CCOCC4)c3n2)cc1
→ 0.2, 8, -1, -0.6
CCOC(=O)c1c(NC(=O)c2ccc(S(=O)(=O)N3CCCc4ccccc43)cc2)sc2c1CC(C)(C)NC2(C)C
→ 0.1, 5, 9, -0.7
CCCCNC(=O)CSc1nc2sc(C(=O)OCC)c(C)c2c(=O)n1Cc1cccc(Cl)c1
→ 0.0, 9, -8, 2.4
CCc1ccc(NC(=O)CSc2nc3c(sc(=S)n3-c3ccc(CC)cc3)c(=O)n2-c2ccc(F)cc2)cc1
→ 0.3, 11, 24, 0.8
COc1cc(/C=C2/SC(=O)N(c3ccccc3)C2=O)cc(OC)c1OC(C)=O
→ 0.0, 9, 2, 1.4
COCCNC(=O)Cn1nc(-c2ccccc2)c2ccccc2c1=O
→ 0.0, 1, 3, 0.1
COc1cc(N2CCOCC2)ccc1/C=C1\C(=O)NC(=S)N(c2ccc(F)cc2)C1=O
→ -0.2, 7, 8, 5.2*
CSc1nc(C)cc(SCC(=O)Nc2ccccc2)n1
→ 0.6, 8, 12, -1.8

Copied from above, 23 compounds:
Each structure is followed by: FBW7 activator, MITF inh, TEAD-YAP inh, GPR151 ag
Cc1cccc(Nc2nc(N3CCCC3)nc(N3CCCC3)n2)c1
→ 0.0, 4, 1, 5.6*
O=C(Nc1ccc2[nH]ncc2c1)[C@@H]1CCN(C(=O)C(O)c2ccc(Br)cc2)C1 (some centres not stated)
→ 0.6, 16, 13, 0.2
CN1CCC(O)(c2ccc3c(c2)CN(C(=O)c2cc(F)cc(F)c2)CCO3)CC1
→ 0.2, -2, 8, 3.0
CC(=O)Nc1ccc(Nc2cc(C)nc(N3CCC(N4CCOCC4)CC3)n2)cc1
→ 0.3, 15, -7, 1.0
CCCCCOC(=O)C1=C(C)NC(=O)NC1c1cccc(Cl)c1 (configuration not stated)
→ -0.1, 2, -2, -0.4
O=c1c2nnn(-c3ccc(Cl)cc3)c2ncn1Cc1ccccn1
→ 0.1, -11, -3, -1.9
Cc1ccc(C)c(NC(=O)C(=O)N/N=C/c2ccc(I)cc2)c1
→ 0.0, 1, 5, 0.8
Cn1c(=O)c2c(nc(CN3CCc4ccccc4C3)n2Cc2ccc(F)cc2)n(C)c1=O
→ -0.1, 3, -6, -0.6
O=C(Cc1cn(-c2ccc(N3CCN(Cc4ccc5c(c4)OCO5)CC3)nn2)c2ccccc12)Nc1ccccc1
→ -0.1, 2, -8, 2.4
CC(C)CCn1c(SCC(=O)NC2CCCC2)nc2ccsc2c1=O
→ 0.1, 16, -3, -0.9
Cc1ccc(Cl)cc1N1CCN(CCNC(=O)Nc2ccccc2)CC1
→ 0.2, 0, 18, 0.1
Cc1cc(C)c[n+](C[n+]2cc(C)cc(C)c2)c1
→ 0.0, 7, 5, 0.3
Cc1cc2c(=O)n(C)c(SCC(=O)c3ccccc3)nc2s1
→ -0.1, 4, 1, -0.3
C=CCNC(=O)[C@H]1C=CCN1C(=O)Nc1ccc(F)cc1
→ 0.0, 1, 1, -0.7
CN1C=C(C(N)=O)C=CC1=C(C#N)C#N
→ -0.3, -10, 3, -1.1
C/C(=N\NC(N)=S)c1ccccc1O
→ -0.3, 6, 8, -0.5
Cc1ccc(NC(C)c2ccccc2)cc1 (configuration not stated)
→ 0.0, -9, -9, -0.7
Cc1ccc(C(=O)OCc2cccc(F)c2)cc1[N+](=O)[O-]
→ 0.1, 4, -10, 0.0
Cc1cccn2cc(CSc3nnc(-c4ccncc4)n3C)nc12
→ 0.0, 1, -4, 1.0
C=CCN=c1scc(-c2ccc(Br)cc2)n1/N=C/c1cccnc1
→ -0.5, 9, 3, 0.3
CSc1ccccc1N=CC1=C(O)CC(c2ccccc2)CC1=O (configuration not stated)
→ 0.1, 13, 5, 0.3
COc1cc(-c2nc(C=Nc3cc(Cl)c(Cl)cc3Br)c(O)o2)cc(OC)c1OC
→ 0.1, -8, 0, -0.4
N#Cc1nc(COc2ccccc2F)oc1NCCN1CCOCC1
→ 0.2, 17, -1, -0.2
